Mtb UGM inh = M. tuberculosis UGM enzyme inhibitors, primary screen, biochemical, fluorescence polarization, single point | UDP-galactopyranose mutase (Mycobacterium tuberculosis (strain ATCC 25618 / H37Rv)), … | purified UGM, fluorescence polarization probe displacement | inhibition, % at 10 µM | 0.06% of 320,000 active; in the data active = inhibition above about 10%, passing the limit was not always enough; inconclusive = no clear call, values can overlap the other calls
Target sequence (P9WIQ1 whole entry, looked up): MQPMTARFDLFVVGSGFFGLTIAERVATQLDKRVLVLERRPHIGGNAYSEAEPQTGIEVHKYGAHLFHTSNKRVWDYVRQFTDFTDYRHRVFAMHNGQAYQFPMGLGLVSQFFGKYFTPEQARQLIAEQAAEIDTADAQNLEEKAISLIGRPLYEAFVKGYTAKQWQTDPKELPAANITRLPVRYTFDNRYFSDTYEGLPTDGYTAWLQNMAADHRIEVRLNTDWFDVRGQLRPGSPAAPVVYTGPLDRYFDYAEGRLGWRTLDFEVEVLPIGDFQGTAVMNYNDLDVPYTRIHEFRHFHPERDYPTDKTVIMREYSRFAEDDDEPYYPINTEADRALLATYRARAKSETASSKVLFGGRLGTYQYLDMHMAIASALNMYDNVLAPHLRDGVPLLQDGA
BoNT-A LC inh2 = BoNT/A light chain protease inhibitors, primary screen, biochemical, flow cytometry, MLPCN library. Botulinum neurotoxin type A light chain protease (Clostridium botulinum A str. ATCC 3502). multiplex microsphere protease substrate cleavage. inhibition, % at 10 µM. 0.17% of 360,000 active. AID 588499, 2011; also: plate controls were buffer without enzyme for full effect and enzyme alone for no effect
GDH-TPI counter = GDH-TPI coupling enzyme inhibitors, primary screen, artefact control for M. tuberculosis FBA inhibitor project, biochemical, absorbance, full deck. GDH-TPI coupled enzyme counterscreen, NADH absorbance. inhibition, % at 4.8 µM. 1.2% of 360,000 active. AID 588335, 2011; in the data active = inhibition above about 30%;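 also: 0% = DMSO wells and 100% = wells lacking the enzyme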
FadD28 binding = inhibitors of FadD28 bisubstrate probe binding, primary screen, biochemical, fluorescence polarization, single point. 0.22% of 360,000 active. inhibition, % at 12.5 µM; in the data active = inhibition above about 8.5%, passing the limit was not always enough; inconclusive = no clear call, values can overlap the other calls
Mtb BioA inh = M. tuberculosis BioA enzyme inhibitors, primary screen, biochemical, plate reader, single point, HTS; inhibition, % at 9.99 µM; 0.096% of 360,000 active; AID 602481, 2012; purified M. tuberculosis BioA enzyme; in the data active = inhibition above about 40%; inconclusive = no clear call, values can overlap the other calls
BoNT F protease = BoNT/F light chain protease inhibitors, primary screen, biochemical, flow cytometry, MLPCN library; Botulinum neurotoxin type F light chain protease (Clostridium botulinum); Multiplex microsphere protease cleavage assay; inhibition, % at 10 µM; 0.22% of 360,000 active; in the data active = inhibition above about 35%, passing the limit was not always enough; inconclusive = no clear call, values can overlap the other calls; also: plate controls were buffer without enzyme for full effect and enzyme alone for no effect
FBA Mtb inh = Mtb FBA enzyme inhibitors, primary screen, biochemical, fluorescence, strain H37Rv; Fructose-bisphosphate aldolase (Mycobacterium tuberculosis (strain ATCC 25618 / H37Rv)), …; purified M. tuberculosis FBA, fluorescence read-out; inhibition, % at 1 µM; 2.3% of 360,000 active; AID 588726, 2011; in the data active = inhibition above about 27%;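 also: 0% = vehicle and 100% = reference inhibitor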
Target sequence (P9WQA3 whole entry, looked up): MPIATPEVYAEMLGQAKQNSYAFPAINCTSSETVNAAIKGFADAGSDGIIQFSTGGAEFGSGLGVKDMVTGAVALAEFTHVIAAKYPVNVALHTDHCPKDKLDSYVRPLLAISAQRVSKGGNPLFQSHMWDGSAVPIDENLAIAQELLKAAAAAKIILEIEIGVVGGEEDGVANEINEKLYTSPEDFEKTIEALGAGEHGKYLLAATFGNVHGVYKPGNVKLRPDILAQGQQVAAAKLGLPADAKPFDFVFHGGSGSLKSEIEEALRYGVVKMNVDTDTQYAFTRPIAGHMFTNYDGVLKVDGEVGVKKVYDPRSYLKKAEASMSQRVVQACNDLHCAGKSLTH
PfHsp40 rescue = rescue of yeast from PfHsp40 toxicity, primary screen, S. cerevisiae, ATP luminescence; AID 504582, 2011; S. cerevisiae expressing PfHsp40, growth rescue; 0.68% of 340,000 active; growth rescue, % at 12.5 µM; in the data active = growth rescue above about 28%, passing the limit was not always enough; inconclusive = no clear call, values can overlap the other calls;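 also: yeast W303a lacking pdr1 and pdr3 grown in galactose medium; growth measured after three days at 30 °C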
Anthrax LF prot = Bacillus anthracis LF protease inhibitors, primary screen, biochemical, multiplex microsphere, MLPCN library; multiplex microsphere protease cleavage assay; inhibition, % at 10 µM; 0.12% of 360,000 active; AID 588501, 2011; Lethal factor (Bacillus anthracis), P15917; also: plate controls were buffer without enzyme for full effect and enzyme alone for no effect
Starred values were filed as active, the others as inactive; ? = inconclusive; . = not tested or not shown. Rule as the data show it, unless noted: active = inhibition above about 30%; inconclusive = no clear call, values can overlap the other calls; inactive = below that. Not a hit list; overall some 4.7% were active at least once.

Compound,PfHsp40 rescue,FBA Mtb inh,GDH-TPI counter,BoNT F protease,Anthrax LF prot,FadD28 binding,BoNT-A LC inh2,Mtb UGM inh,Mtb BioA inh
COc1ccc(-c2nnc(SCC(=O)c3cccs3)o2)c(OC)c1,0.0,4,7,0,-2,-2.5,0.5,-1.8,0.0
CCCCN=CC1=C(O)C(C(=O)OC)C(C)(C)CC1=O (configuration not stated),-1.2,7,7,7,-6,-2.6,0.8,-1.7,-0.8
Cc1ccc2oc(C(=O)N3CCC(O)(c4cccc(C(F)(F)F)c4)CC3)c(C)c2c1,2.9,-2,-11,?,17,-1.6,0.9,4.7,1.5
COc1ccc(C2=NOC(CN3C(=O)c4ccccc4S3(=O)=O)C2)cc1 (configuration not stated),-0.1,12,-8,-6,-1,-2.9,0.0,2.1,-1.7
CC(=O)c1cc(NC(=O)c2cccc(C(F)(F)F)c2)c(=O)oc1C,0.8,-4,-6,2,3,-0.2,0.2,-1.4,.
CC(=O)Nc1ccc(C(=O)CSc2ncn(-c3ccccc3)n2)cc1,1.4,0,-8,-5,-8,-3.8,-0.4,-0.1,-0.7
CC(NC(=O)COC(=O)CCC(=O)c1ccc(Cl)cc1)c1ccccc1 (configuration not stated),0.6,-5,-1,0,-3,-2.5,0.0,0.5,1.4
CCCOC1OC(=O)c2c1ccc(OC)c2OC (configuration not stated),-0.3,2,4,-9,-1,-4.7,0.2,-3.3,-1.2

Three of these compounds, set out differently:
> COc1ccc(C2=NOC(CN3C(=O)c4ccccc4S3(=O)=O)C2)cc1 (configuration not stated)
  PfHsp40 rescue = -0.1; FBA Mtb inh = 12; GDH-TPI counter = -8; BoNT F protease = -6; Anthrax LF prot = -1; FadD28 binding = -2.9; BoNT-A LC inh2 = 0.0; Mtb UGM inh = 2.1; Mtb BioA inh = -1.7

> CC(=O)c1cc(NC(=O)c2cccc(C(F)(F)F)c2)c(=O)oc1C
  PfHsp40 rescue = 0.8; FBA Mtb inh = -4; GDH-TPI counter = -6; BoNT F protease = 2; Anthrax LF prot = 3; FadD28 binding = -0.2; BoNT-A LC inh2 = 0.2; Mtb UGM inh = -1.4; Mtb BioA inh = .

> CC(=O)Nc1ccc(C(=O)CSc2ncn(-c3ccccc3)n2)cc1
  PfHsp40 rescue = 1.4; FBA Mtb inh = 0; GDH-TPI counter = -8; BoNT F protease = -5; Anthrax LF prot = -8; FadD28 binding = -3.8; BoNT-A LC inh2 = -0.4; Mtb UGM inh = -0.1; Mtb BioA inh = -0.7

(cont.)
Compound,PfHsp40 rescue,FBA Mtb inh,GDH-TPI counter,BoNT F protease,Anthrax LF prot,FadD28 binding,BoNT-A LC inh2,Mtb UGM inh,Mtb BioA inh
CC(C)C(=O)N=c1sc2cccc(F)c2n1C,-0.9,1,13,-4,1,0.3,-1.1,2.2,.
COc1cc(C(=O)Nc2ccc3c(c2)ncn3C(C)(C)C)cc(OC)c1OC,0.5,0,22,?,-18,-2.7,1.2,-3.4,5.2
COc1ccc(N/C=C\C(=O)c2ccc(Br)cc2)cc1OC,0.2,-1,6,-1,0,-0.2,-0.2,2.3,.
COc1cccc(Cn2cccc(NC(=O)NCc3ccccc3)c2=O)c1,1.1,11,-1,?,-2,-5.6,0.4,0.2,-1.4
Cc1cc(OCC(=O)N2CCOCC2)c(C(C)C)cc1Cl,0.1,0,2,-2,2,0.1,-0.5,-3.1,1.6
CC(C)(C)OC(=O)N1O[C@H]2C[C@@H]1[C@@H]1[C@@H]2N=NN1C12CC3CC(CC(C3)C1)C2,-0.4,3,8,-7,-9,-0.2,0.0,.,-1.2
COc1ccc(NC(=S)N2CCC(N(C)CC3CCCO3)CC2)cc1 (configuration not stated),-1.1,0,6,-10,0,-0.4,-1.0,-3.0,.
COc1ccccc1C(=O)N(NC(=O)Oc1ccccc1)C(C)(C)C,0.5,3,3,-7,1,0.6,0.0,-1.2,-1.2
COC(=O)c1cc(NS(=O)(=O)c2ccc(N3CCC(C)CC3)c([N+](=O)[O-])c2)cc(C(=O)OC)c1,0.7,-3,4,-12,0,-0.9,-0.5,0.3,-0.1
CC(=O)Oc1c(I)cc(I)cc1C(=O)Nc1ccc(Cl)cc1,217*,-4,-2,-8,-1,0.9,-0.7,6.4,-3.7
COc1ccccc1C(=O)Nc1ccc(CN2CCCCC2)cc1,-1.6,4,-6,-2,0,-0.6,0.7,-1.4,-0.2
Cc1cc(C)c(NC(=O)C2CCCN2CCOC(=O)c2cccc([N+](=O)[O-])c2)c(C)c1 (configuration not stated),0.5,-4,5,-6,1,-0.2,-0.3,1.6,.
COc1cc2ccccc2cc1C(=O)N1CCN(C)CC1,-0.8,5,0,-5,-4,0.6,1.6,-1.6,-1.2
O=C1NC(=Nc2cccc([N+](=O)[O-])c2)SC1(CO)CO,-0.2,-1,-3,29,5,-3.1,-1.8,2.6,-0.4
CCCS(=O)(=O)c1c(S(=O)(=O)CCC)c2cnccn2c1C(=O)c1ccc(Cl)cc1,0.5,-1,9,-15,-2,-1.4,-0.5,-0.9,-1.5
Cc1noc(C)c1N=Nc1ccccc1C(=O)O,-1.4,-2,10,-16,0,1.4,-3.2,-0.4,.
CCCCc1nc(N2CCOCC2)c(C#N)c2c1COC(C)(C)C2,0.9,35*,6,-4,-2,-1.4,-0.1,-0.6,-0.8
O=C(OC1CCS(=O)(=O)c2sccc21)c1ccccc1 (configuration not stated),-0.2,3,7,6,-4,-1.1,-0.9,0.2,1.7
O=C(Cn1ncc2c(=O)oc3ccccc3c21)N1CCCc2ccccc21,-0.6,-1,10,0,4,-1.7,-0.2,1.6,4.0
CCCC(c1nnnn1CC(=O)OCC)N(Cc1cc2c(C)cc(C)cc2[nH]c1=O)C1CCCC1 (configuration not stated),-1.2,12,8,1,0,-0.5,1.5,0.7,2.1
CC(C)N1CC2(CC(c3ccccc3C(F)(F)F)=NO2)CN1C(=O)c1ccc(C(C)(C)C)cc1 (configuration not stated),.,-2,5,3,-2,-1.4,-0.1,.,.
CN(C)CCN(C(=O)c1ccc(C(=O)c2ccccc2)cc1)c1nc2cc3c(cc2s1)OCCO3,-0.6,-1,2,9,0,-7.0,0.4,0.5,-0.3
CCCn1c(SCC(=O)N2CCCc3ccccc32)nnc1-c1ccccn1,5.1,-12,-10,0,-1,-5.8,-0.6,0.1,0.1
CC(C)N1C(=O)C2C(C(=O)NC3CCCCC3)C3C=CC2(O3)C1C(=O)NC1CCCC1 (configuration not stated),-0.2,-1,6,9,1,-2.5,0.6,-5.7,0.3
O=C(NCc1ccccn1)c1ccc(Cl)c(S(=O)(=O)N2CCCCC2)c1,-0.7,2,0,-9,-6,0.1,-2.1,0.8,.
COc1ccccc1-c1cc(C(F)(F)F)nc(S(=O)(=O)CCCC(=O)N2CCOCC2)n1,1.0,3,12,?,1,-3.4,0.1,4.5,23
OC1CCCN(C(=S)Nc2ccc(SC(F)F)cc2)C1 (configuration not stated),0.0,-5,8,0,1,-1.5,-0.3,0.9,.
Cn1c(=O)n(CCOc2ccc(Cl)cc2Cl)c2ccccc21,0.4,-7,6,-10,4,-1.6,0.1,-1.5,-0.6
C/C(=N\NC(=O)c1ccc(C)cc1)C1C(=O)c2ccccc2C1=O,0.5,-14,11,-13,-1,-2.0,-1.2,-0.8,.
CCCC[C@@H]1C=C(C(=O)O)[C@H](c2ccc(Cl)c(Cl)c2)N1S(=O)(=O)c1ccc(C)cc1,0.4,4,5,-2,-4,-13,-0.4,-1.9,8.5
COc1ccc(C2C(C(=O)NCC3CCCO3)c3cc(OC)c(OC)cc3C(=O)N2C)cc1OC (configuration not stated),-0.6,1,-3,2,-18,-2.1,-0.1,-1.9,-1.9
Cc1ccc(-c2n[nH]c3c2CCC3)cc1,2.1,-4,3,-11,1,-2.7,-1.6,1.3,-2.1
CC(C)CNc1c(N)n(CC(C)C)c(=O)[nH]c1=O,-0.1,2,2,-2,-1,-3.4,-1.2,.,.
Cc1ccc(C(=O)N2CCN=C2SCc2ccc([N+](=O)[O-])cc2)cc1C,2.1,-1,7,-5,-1,-0.4,-0.8,-2.0,.
CCOC(=O)[C@@H]1[C@H]2COc3ccc(Br)cc3[C@H]2N2C(=O)N(c3cccc(Cl)c3)C(=O)[C@]12C,1.1,4,2,0,-8,-2.5,0.1,0.8,0.1
c1ccc(CNc2nc(NCCc3ccncc3)c3sccc3n2)cc1,.,3,14,3,4,-3.5,-0.1,.,11
O=S(=O)(c1ccc(Cl)cc1)n1cnc2ccccc21,0.7,-1,2,4,-7,-0.4,-4.5,-0.8,-2.3
CN(C)S(=O)(=O)c1ccc2oc(SCC(=O)NCC(F)(F)F)nc2c1,-0.7,-1,6,-1,0,-0.8,2.2,-1.2,-0.7
CC(=O)NCCc1nc2ccccc2n1Cc1ccc(Cl)cc1,0.2,2,-10,-7,3,-2.0,-1.6,-0.7,.
CCOC(=O)C1=C(O)/C(=C/c2cn(CC(=O)NCC3CCCO3)c3ccccc23)SC1=Nc1ccc(C)cc1 (configuration not stated),1.5,-8,13,23,4,-2.0,2.7,22*,-10
CC(=O)OCC(=O)C1CCC2C3CC=C4CC(O)CCC4(C)C3CCC12C (configuration not stated),5.8,7,4,-4,-6,-1.5,-0.7,2.4,0.5
O=S(=O)(c1ccc(Cl)cc1)N1CCN(c2ncnc3sccc23)CC1,5.7,0,-10,1,-6,.,-0.4,-0.6,2.7
CC(C)Sc1nnc(Nc2ccccc2)s1,0.3,-2,1,-13,0,-4.3,-0.2,-1.0,-1.6
Cc1c(NC(=O)CN2CCN(c3ccc(O)cc3)CC2)c(=O)n(-c2ccccc2)n1C,-2.1,3,-8,-11,-5,-1.4,-1.1,-1.2,.
CCC(C)Sc1nc2c(cnn2-c2ccc(C)cc2)c(=O)[nH]1 (configuration not stated),-1.1,4,-10,-5,-4,-0.8,-0.7,-0.3,0.2
CC(C)CCn1cnc2c(c1=O)c1nc3ccccc3nc1n2Cc1ccc2c(c1)OCO2,-1.6,3,6,12,8,-0.4,0.2,.,-2.1
CCNC(=S)N1CCC(c2nc3cc(C)c(C)cc3[nH]2)CC1,0.7,0,1,0,-2,-2.9,-0.4,1.8,.
COc1cc(CNCCO)ccc1OCCc1ccccc1,-0.4,0,6,-31,2,-4.0,-2.4,1.1,1.6
COc1cc2cc(C(c3nnnn3C(C)(C)C)N3CCc4ccccc43)c(=O)[nH]c2cc1OC (configuration not stated),2.2,10,27,-18,-2,-3.8,0.5,2.3,-1.2
S=C1NC(c2ccccc2)=NCN1c1ccc(Cl)cc1,-0.6,-1,1,1,0,-0.1,-0.6,-2.1,-2.3
Cc1ccc(NC(=O)CCNCc2ccco2)cc1S(=O)(=O)N(C)C,-1.4,3,-1,0,0,-3.8,-0.4,-5.5,.
Cc1nn2c(-c3cccc(NC(=O)c4ccco4)c3)nnc2c2ccccc12,0.6,2,11,4,-7,-6.3,-0.7,3.5,3.5
Cc1nc2nc(SCC(=O)c3ccc([N+](=O)[O-])cc3)[nH]c2cc1Br,-0.4,1,8,1,-1,-2.0,0.8,2.0,-0.3
Cc1cc(C)n2nc(SCC(=O)NC(=O)NCc3ccco3)nc2n1,-0.6,3,1,7,-1,-1.1,-1.0,-0.8,.
Cc1ccc(C(=O)CCC(=O)N2CCN(C(=O)c3ccco3)CC2)cc1,1.2,5,1,6,-1,-0.8,0.3,0.0,.
Cc1cc(NC(=O)CSc2nc(C)c(C)c(=O)[nH]2)no1,0.4,4,5,.,.,-1.9,.,-4.2,0.8
Cc1cc(NC(=O)C(C)Oc2ccc(Cl)cc2Cl)n(-c2ccccc2)n1 (configuration not stated),-0.4,-1,-6,-6,18,-1.1,-0.1,-0.6,-0.4

Bioassay records (PubChem BioAssay)
